# Screens from PubChem BioAssay.
# A3A deaminase = APOBEC3A ssDNA deaminase inhibitors, primary screen, selectivity assay for APOBEC3G inhibitor project, biochemical, FAM/TAMRA oligo cleavage fluorescence. DNA dC->dU-editing enzyme APOBEC-3A (Homo sapiens), P31941. recombinant A3A, FAM/TAMRA ssDNA deamination fluorescence. inhibition, % at 20 µM. actives 0.41% (n = 330,000);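 active = at least 40% inhibition at 20 µM here, with at most 30% in a related deaminase screen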;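 note: plate controls were A3A with DMSO for no effect and wells lacking A3A enzyme for full effect; some results filed as inactive read as strong as hits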
# Target sequence (P31941 whole entry, looked up): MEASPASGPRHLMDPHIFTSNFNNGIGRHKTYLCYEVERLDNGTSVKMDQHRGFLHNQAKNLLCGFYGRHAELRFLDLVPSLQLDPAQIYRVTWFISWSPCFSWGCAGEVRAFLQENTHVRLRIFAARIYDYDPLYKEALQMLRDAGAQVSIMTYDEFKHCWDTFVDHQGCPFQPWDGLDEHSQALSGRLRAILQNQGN
# hIAP activ = human IAP activators, primary screen, biochemical, luminescence, uHTS; Intestinal-type alkaline phosphatase (Homo sapiens), P09923; purified human IAP, CDP-Star luminescence, 30 min; hits give high values; 1 = vehicle-only enzyme, 0 = enzyme-free background; activation factor at 10 µM; actives 0.16% (n = 330,000); AID 2524, 2010;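 active = activation factor of the enzyme at least 2-fold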; note: the source names both 10 and 20 µM as test concentration; values of inactives mirror those of a sister screen read the other way
# Target sequence (P09923 whole entry, looked up): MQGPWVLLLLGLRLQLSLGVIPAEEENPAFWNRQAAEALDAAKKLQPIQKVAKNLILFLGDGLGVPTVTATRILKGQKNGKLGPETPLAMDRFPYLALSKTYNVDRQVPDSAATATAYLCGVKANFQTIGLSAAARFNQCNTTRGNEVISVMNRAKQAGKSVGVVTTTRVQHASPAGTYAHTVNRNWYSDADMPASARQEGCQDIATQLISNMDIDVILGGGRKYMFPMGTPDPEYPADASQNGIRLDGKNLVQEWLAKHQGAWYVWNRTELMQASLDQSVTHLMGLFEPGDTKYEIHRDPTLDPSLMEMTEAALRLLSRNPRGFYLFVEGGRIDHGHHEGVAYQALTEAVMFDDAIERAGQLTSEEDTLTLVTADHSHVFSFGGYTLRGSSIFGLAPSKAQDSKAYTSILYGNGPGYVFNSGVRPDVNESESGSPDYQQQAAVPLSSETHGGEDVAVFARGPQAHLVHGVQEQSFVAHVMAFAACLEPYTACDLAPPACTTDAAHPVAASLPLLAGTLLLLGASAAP
# MIN6 prolif = inducers of MIN6 beta-cell proliferation, primary screen, ATP luminescence, uHTS; actives 0.29% (n = 330,000); MIN6 cells proliferation, ATPlite luminescence, 48 h; cells starved in 0.2% serum; 100% = growth in 10% serum; proliferation, % at 10 µM;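 active = compounds whose signal lies at least 3.5 SD above the mean of all wells on their plate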;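 note: 0% = DMSO-treated cells in low-serum medium and 100% = 10% serum control; some compounds called inactive have numbers as strong as hits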
# MPTP inh = mitochondrial permeability transition pore inhibitors, primary screen, biochemical, isolated mouse mitochondria, absorbance. AID 602449, 2012. actives 1.4% (n = 360,000). inhibition, % at 10 µM. Ca2+ swelling absorbance, 30 min;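 active = inhibition of 50% or more, scaled per plate between neutral and stimulator controls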;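 note: 0% = DMSO wells given calcium and 100% = 1 mM EGTA wells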
# mIAP activ = activators of mouse IAP, primary screen, biochemical, luminescence, uHTS; intestinal alkaline phosphatase [Mus musculus]; muIAP, CDP-Star luminescence, 30 min; hits give high values; 1 = vehicle-only enzyme signal, 0 = enzyme-free wells; activation factor at 10 µM; actives 0.24% (n = 330,000);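 active = activation factor of at least 2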; note: the source names both 10 and 20 µM as test concentration; values of inactives mirror those of a sister screen read the other way
#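 Assay system: mouse IAP enzyme; reagent: chemiluminescent substrate CDP-Star; dosing: test compounds delivered from DMSO solution; schedule: 30 min at room temperature; measured by: luminescence from enzymatic CDP-Star hydrolysis; controls: DMSO-only wells and no-enzyme negative control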
# NR3A LBD binder = binders of NR3A ligand-binding domain, primary screen, biophysical, differential scanning fluorimetry, uHTS | Tm shift relative to glycine control, % at 25 µM | NR3A LBD differential scanning fluorimetry, Tm shift; 0% = protein alone, 100% = glycine-bound protein | actives 2.5% (n = 340,000);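 active = melting temperature shift of at least 10% of the positive control shift, at one fixed dose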
# APOBEC3G inh = APOBEC3G DNA deaminase inhibitors, primary screen, biochemical, fluorescence, single-stranded DNA substrate, uHTS; DNA dC->dU-editing enzyme APOBEC-3G (Homo sapiens), Q9HC16; recombinant A3G, ssDNA deamination FAM/TAMRA fluorescence; inhibition, % at 20 µM; actives 0.28% (n = 330,000);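 active = inhibition of at least 40% at 20 µM, with no more than 30% in the related APOBEC3A deaminase screen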;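 note: plate controls were DMSO wells with A3G for no effect and wells lacking A3G enzyme for full effect; some compounds called inactive have numbers as strong as hits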
# Target sequence (Q9HC16 whole entry, looked up): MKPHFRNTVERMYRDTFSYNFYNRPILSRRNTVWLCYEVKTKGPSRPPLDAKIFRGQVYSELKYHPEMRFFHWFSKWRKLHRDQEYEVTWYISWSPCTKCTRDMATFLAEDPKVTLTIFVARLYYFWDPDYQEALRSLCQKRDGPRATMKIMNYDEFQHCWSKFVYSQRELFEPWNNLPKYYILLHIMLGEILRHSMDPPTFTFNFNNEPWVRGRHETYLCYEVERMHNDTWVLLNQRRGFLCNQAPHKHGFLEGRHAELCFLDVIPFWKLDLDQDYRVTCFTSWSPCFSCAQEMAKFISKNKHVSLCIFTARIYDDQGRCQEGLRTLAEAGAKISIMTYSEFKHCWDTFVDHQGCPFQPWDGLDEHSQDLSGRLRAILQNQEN
# mIAP inh = inhibitors of mouse IAP, primary screen, biochemical, luminescence, uHTS; inhibition, % at 10 µM; AID 2806, 2010; actives 0.2% (n = 330,000); intestinal alkaline phosphatase [Mus musculus]; purified mouse IAP, CDP-Star luminescence, 30 min;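 active = inhibition of at least 40% at 10 µM in the primary screen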;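 note: plate controls were DMSO with enzyme for no effect and no enzyme wells for full effect; values of inactives mirror those of a sister screen read the other way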
# hIAP inh = human IAP inhibitors, primary screen, biochemical, luminescence, uHTS; Intestinal-type alkaline phosphatase (Homo sapiens), P09923; purified IAP, CDP-Star luminescence, 30 min; inhibition, % at 10 µM; actives 0.12% (n = 330,000); AID 2544, 2010;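 active = inhibition reaching a set limit with compound at 10 µM in the primary screen, cut at about 35% in these data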;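 note: plate controls were DMSO wells with enzyme for no effect and no-enzyme buffer wells for full effect; values of inactives mirror those of a sister screen read the other way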
# An asterisk follows results filed as active; nt = not tested or not shown.
SMILES,A3A deaminase,hIAP activ,MIN6 prolif,MPTP inh,mIAP activ,NR3A LBD binder,APOBEC3G inh,mIAP inh,hIAP inh
O=[N+]([O-])c1cccc(/C=N/NC2=NCCCCC2)c1,-6,1.3,-2,0.5,1,0,-3,-4,-27
Cc1ccc(Nc2nc(N)c3ccccc3n2)cc1Cl,-4,1.2,-4,1.3,0.93,39*,-13,7,-16
COc1cccc(C(=O)NCC(=O)N/N=C/c2cccs2)c1,1,0.87,3,0.5,1,0,-5,0,13
CCn1c2ccccc2c2cc(NC(=O)c3coc(=O)c(Br)c3)ccc21,-7,0.58,-6,8.5,0.85,nt,1,15,42*
C/C(=C/C(=O)NCc1ccccc1)C(=O)O,-1,0.83,-1,-2.4,0.93,-1,-3,7,17
CCOc1cc(/C=C\c2[nH]c(=O)[nH]c(=O)c2[N+](=O)[O-])ccc1OC(C)CC (stereo unspecified),2,0.83,-5,nt,0.94,-14,-4,6,17
Cc1ccccc1NC(=O)NC1(C(=O)N2CCN(C)CC2)CCCCC1,-2,0.93,0,0.1,1,-2,-10,-5,7
Cc1cc(=O)oc2cc(OCC(=O)NCc3cccnc3)ccc12,-2,1,-1,1.9,0.94,-1,-7,6,-4
C[n+]1ccc(/C=N/Nc2nc(Cl)c(C#N)c(Cl)c2Cl)cc1,6,0.69,-1,103*,0.7,1,4,30,31
Cc1cc(N=CC2=C(O)CC(C)(C)CC2=O)no1,-1,0.88,1,-6.8,0.96,6,-3,4,12
COc1ccc(C(CNC(=O)c2ccco2)N2CCCC2)cc1 (stereo unspecified),-2,0.86,1,-3.1,1.1,-1,-9,-7,14
COc1ccc(CC(=O)OC(C)C(=O)NC2CCCCC2C)cc1 (stereo unspecified),-5,0.94,3,-2.6,1,-1,-12,0,6
Cc1ccc2sc(-c3ccc(NC(=O)c4cc(-n5cnnc5)ccc4Cl)cc3)nc2c1,5,0.99,-5,0.8,0.85,-2,4,15,0
CC(NC(=O)CCn1ccc2cc(S(=O)(=O)N3CCCC3)ccc21)c1ccccc1 (stereo unspecified),-1,0.83,2,-1.4,1.1,-1,3,-5,17
C=CCn1c(CSCc2ccc(Cl)cc2)nnc1SCC(=O)NCc1ccccc1,29,0.97,-5,0.1,0.95,3,-3,5,3
Cc1ccc(CCNS(=O)(=O)c2cc3c(cc2C)n(C)c(=O)c(=O)n3C)cc1,0,1,-3,-0.9,0.93,-1,5,7,0
Cc1cc(Nc2cccc(F)c2)n2ncnc2n1,1,1,-5,-2.8,1,0,1,0,-3
CC(C)CC1NC(=O)N(CC(=O)Nc2ccc(-c3ccccc3)cc2)C1=O (stereo unspecified),-4,1,-5,0.0,1.1,13*,-6,-8,0
Cc1ccc([N+](=O)[O-])cc1N=Cc1ccc(Br)s1,1,1,1,-0.7,0.98,-1,2,2,-2
O=C(CSc1nnc(NC2CC2)s1)Nc1ccc(N2CCOCC2)cc1,-2,0.83,-3,0.0,1,-1,-6,-5,17

# Reprinted at random: 2 compounds from above.
SMILES,A3A deaminase,hIAP activ,MIN6 prolif,MPTP inh,mIAP activ,NR3A LBD binder,APOBEC3G inh,mIAP inh,hIAP inh
Cc1ccc2sc(-c3ccc(NC(=O)c4cc(-n5cnnc5)ccc4Cl)cc3)nc2c1,5,0.99,-5,0.8,0.85,-2,4,15,0
C=CCn1c(CSCc2ccc(Cl)cc2)nnc1SCC(=O)NCc1ccccc1,29,0.97,-5,0.1,0.95,3,-3,5,3

# The list continues.
SMILES,A3A deaminase,hIAP activ,MIN6 prolif,MPTP inh,mIAP activ,NR3A LBD binder,APOBEC3G inh,mIAP inh,hIAP inh
COc1ccccc1C1(CC(=O)O)CCOC(C(C)C)C1 (stereo unspecified),-1,1.2,-1,-0.9,0.92,0,-4,8,-20
COc1ccc(/C=C2\CCCC3C2=NN(C(=O)c2scnc2C)C3c2ccc(OC)c(OC)c2)cc1OC (stereo unspecified),-1,1,0,-1.4,1,11*,-3,-2,-1
Cc1cc(C(F)(F)F)nn1Cc1ccc(C(=O)NCc2ccco2)o1,-4,0.99,-1,2.8,1,-1,-6,-2,1
COc1ccccc1NC(=O)Nc1sccc1-c1nc2ccccc2s1,-3,0.83,-4,14,1,10,-9,-2,17
COc1ccc(C)cc1S(=O)(=O)N(C)CC(=O)N1CCC(C)CC1,1,0.78,-1,1.6,0.88,4,-2,12,22
COc1cccc(NC(=O)Nc2ccc3c(c2)nc(C)n3C)c1,-1,1.1,-6,2.3,1.1,-1,-4,-14,-13
CCOc1cccc(C2C(C#N)=C(N)Oc3cc(C)[nH]c(=O)c32)c1OCC (stereo unspecified),1,1,0,0.8,1,0,-1,0,-2
COCCOCC(O)CN1CCN(c2ccc(C)cc2)CC1 (stereo unspecified),-2,0.99,2,-1.9,1,-1,0,-5,1
COc1ccc(S(=O)(=O)N(C)CC(=O)N2CCCC2)cc1Cl,-1,1.1,-2,-1.5,0.96,1,-8,4,-8
COC(=O)c1ccc(NS(=O)(=O)c2ccc(SC)cc2)cc1,-1,0.91,-4,2.8,1,-10,-2,-5,9
COc1cc(OC)cc(C(=O)NNC(=O)CCC(=O)c2cccs2)c1,0,1,4,-1.9,0.98,1,-2,2,0
CCN(CC)CCCn1c(SCC(=O)Nc2cccc(F)c2)nnc1-c1ccoc1C,-3,1,4,0.2,0.98,3,-10,2,-2
O=C(Cc1cccs1)N1CCCC(c2nc3c(nnn3Cc3ccccc3Cl)c(=O)[nH]2)C1 (stereo unspecified),-2,0.91,0,-1.0,0.93,2,-3,7,9
CNC(=O)COc1ccc(-c2nn(C)c(=O)c3ccccc23)cc1,-1,1.2,0,-0.3,1,1,-3,-1,-16
COc1cc([N+](=O)[O-])ccc1NC(=O)CCCOc1cc(C)ccc1C,1,1.1,-3,-0.8,0.88,-2,1,12,-11
COC(=O)[C@H](Cc1ccccc1)NC(=O)Cn1cnc2c(NCc3ccccc3)ncnc21,2,nt,nt,-0.7,1.2,1,-3,-6,nt
CCCCc1cc(=O)oc2cc(C)cc(OC(C)C(=O)NCc3ccncc3)c12 (stereo unspecified),4,1.2,-2,0.0,1.1,-1,-1,-5,-24
COc1cccc(CN(C)C(=O)c2ccc(Oc3ccccc3)cc2)c1OC,0,0.92,0,1.0,1,-2,-6,-1,8
O=C(O)c1ccc(N2C(=O)CC(N3CCN(c4ccc(Cl)cc4)CC3)C2=O)cc1 (stereo unspecified),4,1,-3,-0.9,0.96,1,-3,4,0
CCCCCn1c(CN2CCN(C)CC2)nc2c1c(=O)n(C)c(=O)n2C,0,0.98,-3,-0.4,1.1,0,-2,-13,2
O=C(Cn1c(=O)oc2ccccc21)Nc1ccc(Cl)cc1Cl,2,1.1,-2,1.4,1,0,-2,-3,-12
O=C(Nc1ccc2c(c1)OCO2)c1ccc(N2CCCC2)c([N+](=O)[O-])c1,3,0.88,-4,0.7,0.9,-8,-2,10,12
CC(=O)c1cccc(N=C2C(=O)Nc3ccccc32)c1,-1,1.1,1,-0.7,0.96,1,-6,4,-9
COC(=O)c1ccccc1NC(=O)N1CCN(c2ccccc2)CC1,-1,1.1,0,1.1,0.99,-1,-3,0,-12
O=C(Nc1nc2cc3c(cc2s1)OCO3)C1=COCCO1,0,1.1,-7,-3.6,0.96,-35,-1,4,-10
CC(CCN1C(N(C)C)=NC[C@@H]1C)c1ccccc1 (stereo partly specified),-5,0.97,7,-0.3,1.1,0,-11,-8,3
Cn1c(C(=O)N2CCCC(C(=O)NCCCc3ccccc3)C2)cc2sccc21 (stereo unspecified),-1,1.2,-2,2.3,1.3,-25,-4,-27,-20
Cc1ccc(OCC(=O)NCCCNC(=O)COc2ccc(C)cc2)cc1,5,1.1,3,-0.9,0.97,0,-1,3,-8
O=C(COc1ccc(Br)cc1)NCc1cn2ccccc2n1,4,1.1,-5,1.2,0.97,0,1,3,-7
CC(C)(Oc1ccc(Cl)cc1)C(=O)Nc1ncccn1,1,0.85,-2,-0.3,0.91,3,-4,9,14
O=C(CO/N=C/c1ccc2c(c1)OCO2)Nc1cccc(Br)c1,-3,0.94,-2,2.3,1.1,-8,-5,-14,6
O=C(Nc1ccc(N2CCOCC2)nc1)c1ccc(F)cc1,-2,1.1,-2,-4.7,1.1,-1,-5,-7,-11
CC(C)C(c1nnnn1CCc1ccccc1)N1CCC(C(N)=O)CC1 (stereo unspecified),-5,1,-1,0.1,0.92,0,-8,8,-5
Cc1cccc(/C=N\N=C\c2cccc(C)c2)c1,-7,0.98,-3,-1.0,0.97,4,-4,3,2
Cc1nc(C(=O)NCCCO)cc2c1[nH]c1ccccc12,-5,0.97,0,0.5,1,4,-10,-3,3
CN1C2=NCCN2C(=O)c2cc(Cl)ccc21,-1,0.98,-2,1.4,1,2,0,0,2
CCC(=O)NN1CCN(c2ccncc2S(=O)(=O)N2CCCCC2)CC1,-6,1.2,3,-1.5,0.96,2,-5,4,-21
O=[N+]([O-])c1ccc(COc2ccc(Br)cc2CN2CCOCC2)cc1,30,0.98,-2,4.1,0.85,0,-4,15,2
CCC(=O)Nc1nc2cc(OC)ccc2s1,-1,0.9,-4,-0.2,0.98,1,-4,2,10
Cn1ccc(C(=O)OCC(=O)Nc2cccc(Cl)c2)n1,3,0.86,0,-3.3,0.94,-2,0,6,14
CC(=O)NC(CCS(C)(=O)=O)C(=O)Nc1cccc(C)c1C (stereo unspecified),-3,0.79,-2,1.5,1.1,2,-8,-5,21
O=C(Cn1cnc2cc([N+](=O)[O-])ccc2c1=O)NC1CCS(=O)(=O)C1 (stereo unspecified),10,1.1,-2,-1.8,0.99,-1,3,1,-11
Cc1c(CN2CCCCC2)c(O)n(CCO)c(=O)c1C#N,-1,0.92,1,0.3,0.9,-4,-7,10,8
C(=N\n1cnnc1)/c1ccc2ncccc2c1,5,0.82,0,-1.3,0.95,0,-3,4,18
CC(=O)c1c(C)[nH]c(C(=O)COc2ccc3ccc(=O)oc3c2)c1C,9,1.2,-4,-0.2,1.1,0,-11,-8,-24
O=C(NCc1ccccc1)N1CCNCC1,-3,0.93,0,-0.4,0.89,-1,-7,11,7
O=C(Nc1ccccc1)c1ccc2snnc2c1,0,0.9,-1,1.5,0.97,5,-2,3,10
C=CCNC(=O)CN1C(=O)C2C3c4ccccc4C(c4ccccc43)C2C1=O (stereo unspecified),1,1.1,3,-1.6,1,-3,-7,-2,-10
O=C(CCNC(=O)c1ccccc1Cl)NCCc1ccc(Cl)cc1,1,0.99,-2,1.0,0.98,-3,39,2,1
CCCOc1ccc(-c2nc(C#N)c(NCCCn3ccnc3)o2)cc1,-6,1.2,-5,0.6,0.98,3,-6,2,-22

# Limited to mIAP inh, for three of the compounds above:
molecule	mIAP inh
COc1ccc(C)cc1S(=O)(=O)N(C)CC(=O)N1CCC(C)CC1	12
COc1cccc(NC(=O)Nc2ccc3c(c2)nc(C)n3C)c1	-14
CCOc1cccc(C2C(C#N)=C(N)Oc3cc(C)[nH]c(=O)c32)c1OCC (stereo unspecified)	0
